Screening data: PubChem, several laboratories
ARFGAP1 inhibitor = inhibitors of rat ARFGAP1 GAP activity, primary screen, biochemical, fluorescence polarization, GDP tracer; ADP-ribosylation factor GTPase-activating protein 1 (Rattus norvegicus), Q62848; Arfgap1-stimulated ARF1 GTP hydrolysis, GDP FP detection; inhibition, % at 16.5 µM; 0.26% of 360,000 active; AID 651572, 2012;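 active means inhibition above a per-plate limit, mean inhibition of low control wells plus 3 SD, cut at about 25% in these data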;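 further: 0% = DMSO wells with enzyme and 100% = wells lacking Arfgap1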
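Repeats: one replicate per compound; assay system: rat Arfgap1 catalytic domain, aa 1-136; times: enzyme reaction 120 min at 25 °C after 20 min preincubation; detection: FP of antibody-bound GDP Alexa 633 tracer, ex 620/em 688 nm; benchmarks: high control wells lacking Arfgap1, low control full reaction with DMSO; reagent: human ARF1(Δ1-17)-GTP substrate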
HGIII-sPLA2 inh = human group III sPLA2 inhibitors, primary screen, biochemical, QFRET, BODIPY PC-A2 liposome substrate; AID 743126, 2013; Group 3 secretory phospholipase A2 (Homo sapiens), Q9NZ20; 0.56% of 370,000 active; inhibition, % at 12.2 µM; QFRET BODIPY PC-A2 liposome hydrolysis, fluorescence;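 active means inhibition above mean plus 3 SD of compounds lying within the high and low control bounds, cut at about 19% in these data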;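 further: 0% = median of test compound wells and 100% = no enzyme DMSO wells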
Target sequence (Q9NZ20 whole entry, looked up): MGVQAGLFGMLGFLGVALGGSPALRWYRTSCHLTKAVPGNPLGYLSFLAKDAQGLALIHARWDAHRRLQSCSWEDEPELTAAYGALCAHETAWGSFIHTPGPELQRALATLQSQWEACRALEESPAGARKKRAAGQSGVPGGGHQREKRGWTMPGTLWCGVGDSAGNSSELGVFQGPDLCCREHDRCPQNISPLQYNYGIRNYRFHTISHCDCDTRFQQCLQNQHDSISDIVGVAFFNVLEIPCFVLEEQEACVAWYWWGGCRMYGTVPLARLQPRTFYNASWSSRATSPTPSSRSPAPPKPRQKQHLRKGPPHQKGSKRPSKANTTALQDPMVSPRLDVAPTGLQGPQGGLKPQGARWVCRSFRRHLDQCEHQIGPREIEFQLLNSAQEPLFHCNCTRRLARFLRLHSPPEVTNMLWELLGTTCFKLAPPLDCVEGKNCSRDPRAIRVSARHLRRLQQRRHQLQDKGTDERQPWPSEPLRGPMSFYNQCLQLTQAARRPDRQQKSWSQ
PLCb3 inh = human PLC-beta3 inhibitors, primary screen, biochemical, fluorescence; 1-phosphatidylinositol 4,5-bisphosphate phosphodiesterase beta-3 (Homo sapiens), Q01970; Purified PLC-beta3, fluorogenic substrate; inhibition, % at 12.2 µM; 0.18% of 370,000 active; in the data active means inhibition above about 11%;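 further: 0% = median of compound wells on plate and 100% = full blocker control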
PLC-gamma1 inh = PLC-gamma1 enzyme inhibitors, primary screen, biochemical, fluorescence, purified enzyme | 1-phosphatidylinositol 4,5-bisphosphate phosphodiesterase gamma-1 (Homo sapiens), P19174 | fluorogenic substrate | inhibition, % at 12.2 µM | 0.84% of 370,000 active; in the data active means inhibition above about 9.5%
ASAP1 inh = inhibitors of human ASAP1 ArfGAP activity, primary screen, biochemical, fluorescence polarization. inhibition, % at 16.5 µM. ASAP1-stimulated ARF1 GTP hydrolysis, GDP FP detection. 0.19% of 360,000 active. Arf-GAP with SH3 domain, ANK repeat and PH domain-containing protein 1 (Homo sapiens), …; in the data active means inhibition above about 25%;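 further: 0% = vehicle with enzyme and substrate and 100% = no enzyme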
DDE Tn6 FP inh = inhibitors of Tn6 peptide binding to fibrin DD(E), primary screen, biochemical, fluorescence polarization, human fibrin, Tn6 probe; Fibrinogen beta chain (Homo sapiens), P02675; Fibrin DD(E) TRITC-Tn6 fluorescence polarization displacement; inhibition, % at 8.3 µM; 0.21% of 370,000 active;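 active means inhibition above a per-campaign cutoff: mean of compounds within control limits plus 3 SD, cut at about 15% in these data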;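 further: 0% = median of all compound wells on the plate and 100% = blocking peptide control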
UHRF1 binding = UHRF1 methylated DNA binding inhibitors, primary screen, counter-screen for MBD2 inhibitor project, biochemical, TR-FRET, human UHRF1, single concentration; E3 ubiquitin-protein ligase UHRF1 (Homo sapiens), Q96T88; UHRF1 binding to methylated oligo; inhibition, % at 4.4 µM; 0.75% of 370,000 active; AID 687016, 2013; in the data active means inhibition above about 21%;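 further: UHRF1 SRA domain binding a hemimethylated CpG hairpin DNA probe; 0% = median of test compound wells and 100% = reference inhibitor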
DDE Tn7 FP inh = inhibitors of Tn7 peptide binding to fibrin DD(E), primary screen, biochemical, fluorescence polarization, human fibrin, Tn7 probe; Fibrinogen beta chain (Homo sapiens), P02675; FP displacement of FITC-Tn7 peptide from fibrin DD(E); 0% = median of compound wells per plate; inhibition, % at 8.3 µM; 0.13% of 370,000 active; AID 720508, 2013;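 active means inhibition above the mean of compounds falling within the control limits plus 3 SD of them, cut at about 14% in these data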;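 further: 0% = plate median of compound wells and 100% = 10 µM Aha-Tn7 peptide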
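Assay system: human fibrin DD(E) protein / Input: 2 µM fibrin DD(E) / Benchmarks: high control of 10 µM Aha-Tn7 peptide / Measured by: fluorescence polarization of the labelled Tn7 tracer / Medium: Tris buffer with calcium and detergent, pH 7.8 / Timing: 10 min compound pre-incubation, 3 h probe incubation at room temperature / Repeats: one replicate per compound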
proKLK7 act = proKLK7 zymogen activators, primary screen, biochemical, fluorescence intensity; purified proKLK7, EDANS-DABCYL substrate fluorescence; 100% is mature enzyme control, 0% vehicle; activation, % at 7 µM; 0.9% of 370,000 active;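 active means activation above the mean of all tested compounds plus 3 SD, computed per campaign excluding outliers beyond control limits, cut at about 13% in these data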
NR1D1 modulator = modulators of Rev-erb alpha DNA binding, primary screen, biochemical, FITC-DNA, fluorescence polarization, uHTS; Nuclear receptor subfamily 1 group D member 1 (Homo sapiens), P20393; Rev-erbα–FITC-DNA binding, 90 min; 0.79% of 370,000 active; activity, % at 10 µM; AID 1259318, 2017;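 active means activity above about 14%, limit read from the data; passing the limit was not always enough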;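 further: 0% = DMSO wells with 35 nM protein and 100% = DMSO wells with 750 nM protein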
Target sequence (P20393 whole entry, looked up): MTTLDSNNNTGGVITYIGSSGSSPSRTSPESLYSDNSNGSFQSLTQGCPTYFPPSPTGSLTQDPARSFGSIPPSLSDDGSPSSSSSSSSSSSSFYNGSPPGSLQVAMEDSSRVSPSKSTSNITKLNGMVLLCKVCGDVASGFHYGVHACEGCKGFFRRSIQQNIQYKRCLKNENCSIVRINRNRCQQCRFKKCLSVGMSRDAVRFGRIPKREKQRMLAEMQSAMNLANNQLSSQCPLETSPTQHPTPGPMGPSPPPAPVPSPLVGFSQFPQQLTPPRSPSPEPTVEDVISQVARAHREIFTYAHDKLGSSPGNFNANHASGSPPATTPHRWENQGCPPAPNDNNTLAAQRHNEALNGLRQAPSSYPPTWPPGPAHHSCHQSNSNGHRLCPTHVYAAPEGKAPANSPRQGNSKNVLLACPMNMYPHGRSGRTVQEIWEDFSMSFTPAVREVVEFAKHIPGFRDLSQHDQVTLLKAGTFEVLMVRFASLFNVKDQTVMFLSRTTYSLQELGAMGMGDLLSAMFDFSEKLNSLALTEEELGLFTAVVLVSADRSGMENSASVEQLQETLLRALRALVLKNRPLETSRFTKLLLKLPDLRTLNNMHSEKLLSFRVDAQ
* = called active by the depositor; i = inactive.

The line under a structure holds: ARFGAP1 inhibitor, HGIII-sPLA2 inh, PLCb3 inh, PLC-gamma1 inh, ASAP1 inh, DDE Tn6 FP inh, UHRF1 binding, DDE Tn7 FP inh, proKLK7 act, NR1D1 modulator
CCn1cc(C(=O)OCC(=O)c2cc(C)n(-c3ccccc3)c2C)c(=O)c2ccc(C)nc21
 : -3, 4, -2, -1, -13, -4, 2, 2, 0.0, 2
COc1ccc(NC(=O)CN(C)S(=O)(=O)c2ccc(Cl)cc2)cn1
 : -21, 6, -7, -2, -2, 1, -2, 8, 0.5, -2
CCOC(=O)c1c(C)[nH]c(C(=O)N(C)CC(=O)Nc2ccc(OCC)c(OCC)c2)c1C
 : 5, 4, 2, 1, 16, 4, 0, 4, 0.7, 7
Cc1ccc(C(=O)OCC(=O)Nc2ccc3[nH]c(=O)[nH]c3c2)o1
 : -10, 3, -6, -3, -10, -5, -2, -3, 0.6, -2
O=C1CC[C@@H](OCc2ccccc2)CCN1CC[C@H](Sc1ccccc1)c1ccccc1
 : 1, -13, 0, 4, 11, 1, 2, -6, 0.7, -2
CCn1c(=O)c2cc(C(=O)Nc3cccc(C(C)=O)c3)sc2c2ccccc21
 : 7, 4, -11, -2, 1, 2, 9, -3, 0.3, 13
Cc1cc(C)cc(NC(=O)NCC(O)COc2ccc([N+](=O)[O-])cc2)c1 (stereo unspecified)
 : -4, -8, 0, 5, -15, 2, 0, -3, -0.3, 12
CCOC(=O)c1c(CN(C)C)n(-c2ccc(C)cc2)c2cc(Br)c(O)cc12
 : -11, -50, -71, -50, 5, -2, 7, 4, -2.2, -1
COc1ccccc1-c1cnc(C(O)c2ccc(Cl)cc2)[nH]1 (stereo unspecified)
 : 14, 0, -2, 0, 0, -7, 2, 1, 0.3, -6
O=C(O/N=C1/CCSc2ccccc21)c1ccccc1
 : 5, -3, -2, 4, -7, -1, 1, 4, 0.2, 0
CC(C)NC(=O)C1(S(=O)(=O)c2ccccc2)CC=CC1
 : -9, 11, 0, 1, -6, -4, 2, 2, 0.3, -2
COc1ccc(OC)c(CNn2c(-c3ccccc3F)nc3ccccc3c2=O)c1
 : 9, -4, -2, -1, 9, -5, 2, -9, -0.5, 1
COc1ccccc1N1CC(C(=O)Nc2cccc(C(=O)O)c2)CC1=O (stereo unspecified)
 : -16, 3, 1, 1, -5, 4, -1, 5, 0.2, -3
CN(C(=O)c1ccc(NC(=O)C2CCCN(C(=O)OC(C)(C)C)C2)cc1)C1CC1 (stereo unspecified)
 : 6, -2, 0, -1, 0, 2, -1, -6, 0.0, 5
COc1ccc(C2c3[nH]c4ccccc4c3C[C@H]3C(=O)N(C4CCN(Cc5ccccc5)CC4)CC(=O)N23)c(OC)c1 (stereo partly specified)
 : 6, -18, -2, 2, 8, -4, 0, -4, 0.0, 4
N#CC1(c2ccccc2)CCCN1C(=O)c1ccco1 (stereo unspecified)
 : -9, -1, 1, 1, -9, -1, -1, 0, 0.0, -2
COC(=O)c1ccc(-c2ccco2)n1Cc1cc(C)ccc1C
 : 0, 2, 1, -3, -15, 4, 0, 3, 0.1, 6
Cc1nc(-c2ccccc2)sc1C(=O)O
 : -14, 1, 2, 0, -3, 3, -2, 6, -0.7, 1
Cc1occc1-c1n[nH]c(=S)n1C
 : -2, 11, 2, 0, -9, 3, 0, -5, 0.0, -7
Cc1nc(N)[nH]c(=O)c1CCC(=O)OCC(C)C
 : -5, 9, 1, -1, -13, -2, 1, 0, 0.1, -2
CC1=C(C#N)C(c2ccc(O)cc2)C2=C(CCCC2=O)N1 (stereo unspecified)
 : -6, 0, -133, -129, -8, 2, -3, 0, 2.5, -1
Cc1ccc(CC(=O)NCC(c2ccco2)N(C)C)cc1C (stereo unspecified)
 : 5, 0, -6, -5, -2, -6, 1, 6, -0.9, -2
CC(C)c1ccccc1NC(=O)COC(=O)/C=C/c1cccc([N+](=O)[O-])c1
 : 14, 3, 1, -1, -3, 4, 2, -5, -0.6, -1
Cc1[nH]c2ccccc2c1C(=O)CNc1nccs1
 : 13, 7, -1, 2, 3, -1, 0, -1, -0.2, -2
O=C(Nc1cccnc1Cl)C1CCCN(c2ncnc3c2nc2n3CCCCC2)C1 (stereo unspecified)
 : 9, 3, -2, 3, -7, -5, 1, -7, 0.4, 0
CCOC(=O)c1cc2c(c(CCO)n1)[C@H](CCO)N(S(=O)C(C)(C)C)C2 (stereo partly specified)
 : 12, 9, -25, -15, 0, -4, -1, -7, -3.6, -2
CC(Sc1nnc2c(n1)C1(C)CCC2C1(C)C)C(=O)Nc1ccccc1 (stereo unspecified)
 : 0, 4, 8, 4, -4, -5, 4, 0, -0.3, 5
Cc1nn(-c2ccccc2)c(C)c1/C=N/NC(=O)c1ccc(F)cc1
 : 1, -3, -10, 0, 11, -4, 0, -3, -0.3, 9
CC(=O)N1CCN(c2ncnc3sc(-c4ccccc4)cc23)CC1
 : 7, 3, -11, -5, 6, -5, -7, -7, -1.2, 0
COc1ccc2nc(N3C(=O)C(O)=C(C(=O)c4ccco4)C3c3ccco3)sc2c1 (stereo unspecified)
 : -9, 2, -1, 2, -7, 2, -3, 7, -0.1, 5
O=C(NCC1CC1)c1cccc2c1C(=O)c1ccc(-c3ccc(OC(F)(F)F)cc3)cc1S2(=O)=O
 : 5, 6, -1, -1, 0, -2, -1, 1, 0.0, -1
COCCNC(=O)NC(=O)COC(=O)c1cc([N+](=O)[O-])ccc1Sc1nc(C)cs1
 : 1, -4, -2, -2, 7, -6, 3, 4, 0.2, 1
Cc1nn2c(C)c(C(=O)Nc3ccccc3)cnc2c1-c1ccccc1
 : 1, -5, -10, -5, 10, 0, 2, 3, 1.0, -4
Cn1c(N)c(Sc2ccccc2[N+](=O)[O-])c(=O)n(C)c1=O
 : 1, 2, -1, -1, 2, -2, 0, 5, -0.1, -4
COc1ccc(CNC(=O)CN2C(=O)NC(c3ccccc3)(c3ccccc3)C2=O)cc1OC
 : -2, -3, -7, 0, 7, 2, -1, 3, -0.4, 3
Cc1cccc(NC(=O)c2cc(N3CCOCC3)nc3ccccc23)c1
 : -1, 7, -331, -279, -13, -2, 1, 5, -37, 0
COc1ccc(NC(=O)COc2cccc(-n3cnnn3)c2)cc1
 : -3, -2, 2, 3, -12, -1, 0, 3, 0.5, 3
COc1cc(/C=C/C(=O)N2CCCc3ccccc32)cc(OC)c1OC
 : 8, 3, 2, -1, -2, 6, -2, 4, 0.1, -5
O=C(c1ccccc1)N1CCN(C2CCCCC2)CC1
 : 2, 2, 1, 2, -16, 3, -2, 5, 0.3, 7
CCCCCC1C(C(=O)OCC)C(=O)NC1(C(=O)OCC)C(=O)OCC (stereo unspecified)
 : 7, -3, 0, -1, -9, 11, 1, 0, -0.6, -6
COc1ccc(CCN(C)C(=S)NC(=O)c2ccc(F)cc2Cl)cc1OC
 : 0, 5, 1, -1, 2, -4, -1, 2, -0.1, -2
CCOC(=O)CSc1nnc(-c2c[nH]c3ccccc23)o1
 : 4, -10, -6, 1, -8, 1, -1, -1, 0.4, -3
COc1ccc(N2CC(C(=O)Nc3cc(C)on3)CC2=O)cc1 (stereo unspecified)
 : -6, -1, 0, 1, 6, 0, -2, -4, 0.5, -2
O=C(NCc1ccc2c(c1)OCO2)c1ccc(Br)s1
 : 1, 11, -9, 0, -6, -1, 4, 1, -0.5, 6
O=C(Cc1nc2ccccc2[nH]c1=O)c1ccc(Cl)cc1
 : 12, -4, -53, -30, 4, -4, -6, 0, 1.0, 1
O=C(Cc1ccccc1)N1CCC(O)(c2cccnc2)CC1
 : -2, 3, 2, 2, 0, 6, 1, -3, 0.1, -4
Cc1ccc2c(c1)N=C(c1ccccc1)CC(C(Cl)Cl)=N2
 : -1, 10, -68, -42, 4, -10, 1, -2, -1.8, 4
CCN(CC)S(=O)(=O)c1ccc(N(C)Cc2cccc(OC)c2OC)nc1
 : -2, -2, -8, -5, 9, 0, 3, 0, -0.6, 2
COc1cc(OC)c(NS(=O)(=O)c2c(C(=O)N3CCCCC3)c(C)n(C)c2C)cc1Cl
 : 7, 6, -5, 0, -1, -5, 3, -1, -0.3, 4
COC(=O)CC1SC(=O)NC1=Nc1ccccc1 (stereo unspecified)
 : -3, 0, 3, 3, 7, 9, -2, 3, -0.4, -1
COc1ccc(C(=O)/C=C/c2ccc(N(C)C)cc2)c(OC)c1
 : 11, -22, i, i, 13, -8, -10, -31, -0.3, 7
COc1cccc(C(C)(O)c2nc(-c3ccc(F)c(Cl)c3)cs2)c1 (stereo unspecified)
 : 12, -10, -7, 0, -2, -3, 1, 1, 0.4, 0
O=C(NNC(=S)Nc1ccc(Cl)c(Cl)c1)c1cccc([N+](=O)[O-])c1
 : -10, 4, -9, -4, 14, 7, -4, 4, 0.2, 7
COC(=O)CNC(=O)CN1C(=O)NC2(CCCc3ccccc32)C1=O (stereo unspecified)
 : 11, 3, -1, 0, -12, 3, 3, 7, -0.1, 0
Cc1c(NC(=O)CN2CCN(C(=O)c3ccco3)CC2)c(=O)n(-c2ccccc2)n1C
 : -5, 4, 0, -3, 3, 10, 2, -3, 0.7, -2
COC(=O)CSc1nc(C2CC2)nc2ccccc12
 : 14, -1, 3, 1, 3, -10, -3, -2, 0.5, 0
OCC(O)CNC(=S)NC1CCCCC1 (stereo unspecified)
 : 14, 8, 0, 4, 5, 2, 1, -3, 0.0, 4
CCOC(=O)COc1coc(CN2CCN(c3cccc(Cl)c3)CC2)cc1=O
 : 6, 6, -4, 4, -10, -8, 1, 4, -0.1, -4
COc1ccc(/C(N)=N/OC(=O)c2cccc([N+](=O)[O-])c2)cc1
 : 6, 5, -2, -1, -11, -6, 0, -4, 0.8, -1
Cc1cccc(OCC(=O)Nc2cccc(C(=O)Nc3ccccc3C(=O)O)c2)c1
 : 7, -36, -11, -11, 3, 2, 0, 8, -0.4, 3
Cc1ccc([C@H]2N[C@]3(CCCN(Cc4ccc(C(F)(F)F)cc4)C3=O)[C@H]3C(=O)N(Cc4ccccc4)C(=O)[C@@H]23)cc1
 : 4, -5, 6, 8, 10, -2, -3, 3, 0.0, -4
